Giardia FBPA inh: qHTS Assay for Inhibitors of Fructose-1,6-bisphosphate Aldolase from Giardia Lamblia; A8B2U2; purified Giardia FBPA; Potency, µM (top dose mostly 59.6 µM), inactives show at the top dose activity, negative = inhibition, hits mostly inhibitors; 290,000 compounds, 0.71% hits; note: potency is the fitted concentration of half-maximal effect; nearly all actives have a fitted effect of over 55% in size
Target sequence (A8B2U2 whole entry, looked up): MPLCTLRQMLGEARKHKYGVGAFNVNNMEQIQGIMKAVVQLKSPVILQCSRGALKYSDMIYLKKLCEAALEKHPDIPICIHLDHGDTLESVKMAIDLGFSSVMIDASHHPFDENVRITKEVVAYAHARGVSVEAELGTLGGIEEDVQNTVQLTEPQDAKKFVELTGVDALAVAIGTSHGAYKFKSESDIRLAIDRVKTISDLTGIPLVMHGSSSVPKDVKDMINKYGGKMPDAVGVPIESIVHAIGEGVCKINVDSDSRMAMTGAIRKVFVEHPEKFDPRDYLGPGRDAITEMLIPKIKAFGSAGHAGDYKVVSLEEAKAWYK
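40 nM FBPA preincubated 10 min at RT with compound (up to 57.5 uM final), then substrate plus GAPDH/TPI/NAD/arsenate coupling and diaphorase/resazurin added. Fluorescence read after 20 min at RT, 525/598 nm.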
HCMV antiviral: qHTS Assay for inhibitors of the human cytomegalovirus (HCMV). HFF cells, HCMV-luciferase reporter, 72 h; stronger effect = lower value. activity change, negative = inhibition, % at 57.5 µM. 410,000 compounds, 4.5% hits; in the data active = activity change below about -60%; inconclusive = no clear call, values can overlap the other calls; inactive = above about -39%
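Screen run at 2 compound doses on HFFs infected with reporter HCMV, MOI 1 PFU/cell. Luciferase activity from cell lysates at 72 h post infection gave inhibition relative to buffer-only and Salinomycin wells.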
AMA1-RON2 inh: qHTS for Inhibitors of AMA1-RON; Towards Development of Antimalarial Drug Lead: Primary Screen. AlphaScreen AMA1-biotinylated RON2 peptide binding. Potency, µM (titrated, usually from 58.2 µM), inactives show at the highest dose activity change, negative = inhibition, most hits filed as inhibitors. 360,000 compounds, 0.2% hits. AID 720542, 2013;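 note: potency is the fitted concentration of half-maximal effect; 0% = vehicle wells and -100% = peptide control; nearly all actives have a fitted effect of over 45% in size; some results filed as inactive show a strong effect at the top dose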
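AMA1 (3D7) with his tag at 25 nM final met compounds first, then biotinylated RON2 peptide at 25 nM; detection used donor plus acceptor beads, 10 µg/mL apiece, read by AlphaScreen after 30 min at room temperature.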
AmpC inh detg: qHTS Inhibitors of AmpC Beta-Lactamase (assay with detergent); P00811; AmpC hydrolysis of nitrocefin, absorbance 480 nm, 0.01% Triton; Potency, µM (highest dose often 114 µM), for the others: at the highest dose activity change, negative = inhibition, actives largely listed as inhibitors; 370,000 compounds, 0.041% hits; AID 485294, 2010;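 note: potency is the fitted concentration of half-maximal effect; 0% = no-compound wells and -100% = no-enzyme wells; nearly all actives have a fitted effect of over 25% in size; some results filed as inactive show a strong effect at the top dose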
Target sequence (P00811 whole entry, looked up): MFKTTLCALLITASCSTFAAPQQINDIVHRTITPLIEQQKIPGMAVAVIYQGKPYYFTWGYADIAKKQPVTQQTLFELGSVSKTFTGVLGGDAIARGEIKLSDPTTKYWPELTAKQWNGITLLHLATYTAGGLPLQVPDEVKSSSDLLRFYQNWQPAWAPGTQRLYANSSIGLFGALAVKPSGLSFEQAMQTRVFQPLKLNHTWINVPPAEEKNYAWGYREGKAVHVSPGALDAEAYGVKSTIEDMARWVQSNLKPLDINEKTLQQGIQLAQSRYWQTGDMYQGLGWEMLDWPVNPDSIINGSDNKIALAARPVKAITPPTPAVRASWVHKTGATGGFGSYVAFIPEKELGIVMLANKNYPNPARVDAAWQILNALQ
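AmpC (5.3 nM in the dispensed reagent) in 20 mM phosphate pH 7.0 with 0.01% (detergent screen) or 0.0001% Triton X-100 was preincubated with compounds for 15 min at room temperature. Nitrocefin was then added from an 800 uM solution, and hydrolysis was followed at 480 nm.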
Sm TGR block: qHTS Assay for the Inhibitors of Schistosoma Mansoni Peroxiredoxins | 360,000 compounds, 3% hits | purified TGR, DTNB reduction, TNB absorbance 405 nm | Potency, µM (highest dose often 114 µM), for the others: at the highest dose activity change, negative = inhibition, usual class: inhibitors | Schistosoma mansoni thioredoxin glutathione reductase (TGR), Q962Y6 | AID 485364, 2010; note: potency is the fitted concentration of half-maximal effect; nearly all actives have a fitted effect of over 60% in size
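TGR 20 nM + NADPH 100 uM (dispensed conc.), cpd preinc 15 min RT; start with NADPH (500 uM addition) then DTNB (15 mM addition). Kinetic TNB absorbance, 405 nm filter. Four-parameter Hill fit across titration.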
HCV inhibitor: qHTS Assay for Inhibitors of Hepatitis C Virus (HCV). 340,000 compounds, 3.4% hits. Huh7.5.1 HCVcc-Cre infection, luciferase reporter, 44 h. AID 651820, 2012. Potency, µM (highest dose often 41.8 µM), inactives show at the highest dose activity change, negative = inhibition, actives largely listed as inhibitors; note: potency is the fitted concentration of half-maximal effect
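Whole-lifecycle infectious HCVcc-Cre system; cells 1,000/well, compound then virus (~0.5 moi) added 4 h after plating, 44 h culture. Luciferase read 15 sec following 15 min substrate incubation, room temp.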
The depositor's hits bear a star; u = inconclusive; x = no result given; & = joins results of further samples; [ ] = dose if it differs, or a comment. Unless noted, calls come from the whole dose curve; as a rule, active = well fitted curve in the direction sought with a large enough effect; inconclusive = small, poorly fitted or top-dose-only effect, or another doubt; inactive = no such curve, though single readings can be large; an effect the other way counts as inactive or inconclusive. Unless noted, % is set by controls: 0 for no effect and ±100 for the full control effect.

1: COc1cc(/C=C(\NC(=O)c2ccccc2)C(=O)Nc2nccs2)ccc1OC(C)=O
2: COc1ccc(CCN2CC(C(=O)Nc3cccc(C(C)=O)c3)CC2=O)cc1OC (centres undefined)
3: CC(C)CNC(=S)NC(=O)c1ccc(F)cc1
4: CCOc1ccc(C(=O)Nc2ccc(-c3nc4cc(C(C)C)ccc4o3)cc2)cc1Cl
5: Cc1ccccc1NC(=O)CSc1nnc(-c2ccccn2)o1
6: Cc1ccc(-c2nc(NCc3ccco3)n(C(=O)c3ccco3)n2)cc1
screen / no.	1	2	3	4	5	6
Giardia FBPA inh	7%	2%	2%	x	0%	0%
HCMV antiviral	30	-32	-28	-8	59	21
AMA1-RON2 inh	6%	44%[activator]	17%	x	-24%	-1%
AmpC inh detg	-1%	8%	-12%	7%	-3%	0%
Sm TGR block	0%	0%	32µM*	1%	5%	-2%
HCV inhibitor	8%	-22%	-19%	x	16%	-19%

7: Cc1ccc(CNC(=O)COc2ccc(S(=O)(=O)NC(C)C)cc2)cc1
8: O=C(CCOc1ccccc1)Nc1ccc(Cl)c(S(=O)(=O)N2CCOCC2)c1
9: CC(=O)Nc1ccc(C2(O)COc3ccccc3O2)cc1 (centres undefined)
10: COc1ccc(-c2cn(CCO)c(CCN)n2)cc1
11: COc1ccc(CC(C)NS(=O)(=O)c2ccc3c(c2)CCN3S(C)(=O)=O)cc1OC (centres undefined)
12: Cc1ccc(NC(=O)CCN2CCN(C/C=C/c3ccccc3)CC2)cc1
screen / no.	7	8	9	10	11	12
Giardia FBPA inh	3%	x	3%	x	x	-10%
HCMV antiviral	18	-2	21	1	1&-16	-39
AMA1-RON2 inh	5%	8%	-11%	48%[activator]	0%	5%
AmpC inh detg	-5%	0%	u	u	-9%&2%	0%
Sm TGR block	-5%	-6%	-9%	-32%	0%&-11%	5%
HCV inhibitor	25%	u	13%	22%	9%	u

13: Cc1c(Cl)cccc1-c1ccc(CNc2ccc3[nH]c(=O)[nH]c3c2)o1
14: COCCN(CC1CCCN(C2Cc3ccccc3C2)C1)C(=O)CSC (centres undefined)
15: Cc1onc(-c2c(Cl)cccc2Cl)c1C(=O)NCCCN1CCOCC1
16: O=S1(=O)CC(O)C(Nc2ccccc2Cl)C1 (centres undefined)
17: CCC1CCCCN1CCCNC(=O)C1CCC(=O)N1Cc1ccc(C)cc1 (centres undefined)
18: Cc1cc(C(F)(F)F)nc(SCCN2CCCCC2)c1C#N
screen / no.	13	14	15	16	17	18
Giardia FBPA inh	x	-4%	-1%	2%	-1%	11%
HCMV antiviral	-23	46	38	-18	-11	24
AMA1-RON2 inh	x	14%	20%	-1%	-2%	-9%
AmpC inh detg	-1%	5%	u	u	3%	5%
Sm TGR block	-10%	32µM*	-3%	4%	8%	-2%
HCV inhibitor	x	2%	8%	2%	3%	-23%

19: CC(=O)N1CCc2cc(S(=O)(=O)NC(CC(C)C)C(=O)NCCc3cccc(C)c3)ccc21 (centres undefined)
20: COc1ccccc1CNc1ccc(-c2nc(C(C)C)no2)cc1[N+](=O)[O-]
21: CCC(C)(C(=O)NC1CCCC1)N(Cc1cccs1)C(=O)Cc1cccs1 (centres undefined)
22: C/C(=N\NC(=O)C1COc2ccccc2O1)c1ccc(C)o1 (centres undefined)
23: COc1ccc2[nH]c(C(=O)N/N=C/c3ccc(O)cc3O)cc2c1
24: CC(C)(C)OC(=O)N1CCC(NC(=O)c2nc[nH]c2C(=O)N2CCc3ccccc3C2)CC1
screen / no.	19	20	21	22	23	24
Giardia FBPA inh	x	x	5%	-2%	-6%	x
HCMV antiviral	-1	4	-18	7	-90*	u
AMA1-RON2 inh	x	x	3%	65%[activator]	65%[activator]	14%
AmpC inh detg	6%	0%	0%	u	-7%	6%
Sm TGR block	0%	4%	-30%	-20%	-9%	-21%
HCV inhibitor	x	x	u	3%	u	10%

25: CC(C)(C)n1ncc2c(=O)n(CC(=O)NCc3ccccc3Cl)cnc21
26: COc1ccc([N+](=O)[O-])cc1NC(=S)NC(NC(=O)Cc1ccc(OC)c(OC)c1)C(Cl)(Cl)Cl (centres undefined)
27: COc1cc(OC)cc(C(=O)N2CCC(n3c(C)nc4cc(F)ccc43)CC2)c1
28: Cc1ccc(S(=O)(=O)N/N=C/c2cc(Br)c(C)o2)cc1
29: CN(C)c1cccc(C(=O)NCc2ccccc2)c1
30: O=C(Cc1cccs1)N(Cc1ccco1)C1(C(=O)NC2CCCCC2)CCCCC1
screen / no.	25	26	27	28	29	30
Giardia FBPA inh	4%	-1%	-3%	-4%	-3%	0%
HCMV antiviral	14	14	44	-19	50	u
AMA1-RON2 inh	9%	-22%	0%	-5%	-17%	23%
AmpC inh detg	-5%	7%	-1%	u	-4%	-7%
Sm TGR block	2%	6%	8%[11.4 µM]	0.1µM*	-1%	-1%
HCV inhibitor	18%	7.9µM*	-10%	-8%	19%	-26%

31: CCCn1c(N)c(C(=O)CN(C)CC(=O)Nc2ccc(F)cc2)c(=O)[nH]c1=O
32: COc1cccc(NC(=O)NCCc2ccc(Cl)cc2)c1
33: [O-][n+]1c2c(c3c4non(O)c4ccc31)CCCC2
34: O=C(Cn1c(=O)[nH]c2ccccc2c1=O)N1CCN(Cc2ccc3c(c2)OCO3)CC1
35: Cc1ccc(-c2nnc(SCC(=O)NNC(=O)COc3ccccc3C)n2C)cc1
36: N#Cc1cccc(NC(=O)CSc2nnc(-c3n[nH]c4ccccc34)o2)c1
screen / no.	31	32	33	34	35	36
Giardia FBPA inh	x	0%	-11%	4%	5%	-16%
HCMV antiviral	0	8	-97*	u	-9	82
AMA1-RON2 inh	31%[activator]	3%	-1%	-8%	73%[activator]	71%[activator]
AmpC inh detg	u	-4%	-5%	-6%	-17%	3%
Sm TGR block	3%	-3%	-26%	5%	-2%	x
HCV inhibitor	-4%	-14%	-23%	u	2%	-21%

37: O=C1OC[C@H]2CCCN2C(=O)[C@@H](CC(=O)N(CCO)Cc2ccccc2)C/C=C\CC[C@@H]1Cc1ccc(F)cc1
38: CC(C)(C)OC(=O)N1CCC(C(=O)Nc2cccc(C(=O)NC3CC3)c2)CC1
39: COc1ccccc1N1CCN(/N=C/c2ccc(O)cc2O)CC1
40: Nc1nc2n(n1)C(c1ccc(Cl)cc1)CC(c1ccc(F)cc1)N2 (centres undefined)
41: COc1ccc(/C(N)=N/OC(=O)/C=C/c2ccccc2)cc1
42: O=C(O)c1cnc2ccccc2n1
screen / no.	37	38	39	40	41	42
Giardia FBPA inh	x	x	-3%	7%	-3%	-11%
HCMV antiviral	u	-11	67	-15	-2	30
AMA1-RON2 inh	-2%	3%	0%	5%	7%	8%
AmpC inh detg	x	x	-12%	-7%	2%	-11%
Sm TGR block	x	x	-8%	3%	9%	-29%
HCV inhibitor	-7%	-17%[8.37 µM]	-12%	4%	6%	-5%

43: C/C(CC(=O)Nc1ccc(Cl)c(Cl)c1)=N\NC(=O)Cc1ccccc1
44: Cc1nn(C)cc1S(=O)(=O)N1CCN(Cc2cccc(Cl)c2)CC1
45: Cc1ccc(S(=O)(=O)NC(=S)NC2CCCCC2)cc1
46: NC(=O)C1=C(N)c2ccccc2C1c1ccccc1 (centres undefined)
47: OCCC1CN(Cc2cccn2-c2ncccn2)CCN1C1CCCC1 (centres undefined)
48: CCCCn1c(N)c(N(CCC(C)C)C(=O)c2cccc(-n3cnnn3)c2)c(=O)[nH]c1=O
screen / no.	43	44	45	46	47	48
Giardia FBPA inh	0%	0%	-6%	x	-5%	x
HCMV antiviral	-39	11	29	3	22	-22
AMA1-RON2 inh	59%[activator]	-5%	49%[activator]	-18%	-15%	2%
AmpC inh detg	-12%	-1%	-13%	x	5%	-24%
Sm TGR block	1%	0%	32µM*	x	0%	1%
HCV inhibitor	0%	1%	31%[activator]	33%[activator]	2%	6%

49: O=C(CSc1n[nH]c(=O)n1C1CC1)c1ccc2c(c1)OCCO2
50: O=C(NCc1ccncc1)c1ccc(S(=O)(=O)Nc2ccccc2)cc1
51: COc1ccccc1-n1nnnc1SC(C)C(=O)NC1CCCC1 (centres undefined)
52: C1=CC2C3C=CC(C3)C2C1 (centres undefined)
53: Cc1cc(C)n(-c2nc3cc(Cl)c(Cl)cc3nc2Nc2c(C)cccc2C)n1
54: CCOc1ccccc1NC(=O)COC(=O)C1CCC1
screen / no.	49	50	51	52	53	54
Giardia FBPA inh	7%	x	x	x	x	x
HCMV antiviral	77	-14	-21	-26	22	-2
AMA1-RON2 inh	-1%	16%	6%	-4%	x	5%
AmpC inh detg	2%	u	u	-5%	17%	x
Sm TGR block	4%	1%	-1%	-34%	-2%	x
HCV inhibitor	14%	6%	3%	-14%	x	-10%

55: OCC(O)C(O)CC1SCCS1 (centres undefined)
56: CC(C)c1nnc(NC(=O)CS(=O)(=O)Cc2ccccc2)s1
57: CCNC(=S)N1CCN(CCNC2=CC(=O)CC(C)(C)C2)CC1
58: CCCN(CCC)Cc1c(C(=O)N/N=C/c2ccncc2)nnn1-c1nonc1N
59: COC(=O)C(CCSC)NC(=O)c1cccc([N+](=O)[O-])c1 (centres undefined)
60: O=C(COC(=O)c1ccccn1)NNC(=O)c1ccc(Br)cc1
screen / no.	55	56	57	58	59	60
Giardia FBPA inh	x	-3%	0%	6%	4%	x
HCMV antiviral	-17	-9	-1	-2	24	-29
AMA1-RON2 inh	-6%	10%	-3%	21%	-9%	47%[activator]
AmpC inh detg	x	-8%	-2%	-13%	6%	x
Sm TGR block	x	x	-5%	10%	-7%	x
HCV inhibitor	25%	2%	16%	-4%	x	13%

61: COC(=O)c1ccc2c(=O)n(CC3CCCO3)c(=S)[nH]c2c1 (centres undefined)
62: CCN(CC(=O)Nc1cccc(C(C)=O)c1)S(=O)(=O)c1ccc(C)cc1
63: O=C(O)c1cccc(S(=O)(=O)NCCc2ccccc2)c1
64: O=C1N/C(=N/O)S/C1=C/c1cccc([N+](=O)[O-])c1
screen / no.	61	62	63	64
Giardia FBPA inh	-27%	0%	10%	6%
HCMV antiviral	-27	u	-3	-9
AMA1-RON2 inh	23%	-6%	-1%	66%[activator]
AmpC inh detg	-11%	9%	-2%	2%
Sm TGR block	1%	23%	26%	-12%
HCV inhibitor	-15%	1%	19%	6%

Among those listed so far, four contain a nitro group on carbon:
20: COc1ccccc1CNc1ccc(-c2nc(C(C)C)no2)cc1[N+](=O)[O-]
26: COc1ccc([N+](=O)[O-])cc1NC(=S)NC(NC(=O)Cc1ccc(OC)c(OC)c1)C(Cl)(Cl)Cl (centres undefined)
59: COC(=O)C(CCSC)NC(=O)c1cccc([N+](=O)[O-])c1 (centres undefined)
64: O=C1N/C(=N/O)S/C1=C/c1cccc([N+](=O)[O-])c1
screen / no.	20	26	59	64
Giardia FBPA inh	x	-1%	4%	6%
HCMV antiviral	4	14	24	-9
AMA1-RON2 inh	x	-22%	-9%	66%[activator]
AmpC inh detg	0%	7%	6%	2%
Sm TGR block	4%	6%	-7%	-12%
HCV inhibitor	x	7.9µM*	x	6%

Screening data from PubChem.
